TRPV1 ag – HTS Assay for Compounds that Act as Agonists of the Vanilloid Receptor 1; Transient receptor potential cation channel subfamily V member 1 (Homo sapiens), Q8NER1; AID 540275, 2011; activation, % at 8.33 µM; TRPV1-expressing cells, Fluo-8 calcium influx, agonist mode; actives 0.19% (n = 320,000); in the data active means activation above about 80%; inconclusive means between about 30% and that limit; further: 0% is about no effect
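Fluo-8 calcium influx in TRPV1-expressing cells, kinetic read (ex 480/em 520 nm). Compound added and read 3 min for agonist activity, followed by capsaicin at EC20 final and 2 min further read for enhancement.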
ELG1 genotoxic – qHTS screen for small molecules that induce genotoxicity in human embryonic kidney (HEK293T) cells expressing luciferase-tagged ELG1 | Potency, µM (series often up to 46 µM), inactives show at the highest dose activity change, positive = activation, hits mostly activators | HEK293T ELG1-luciferase reporter, luminescence, 16 h | AID 504466, 2011 | actives 1.3% (n = 330,000); further: potency means the concentration at half of the fitted maximal effect; % of control where 0% means no effect; nearly all actives have a fitted effect of over 60% in size
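Screening used a luciferase reporter fused to human ELG1 in HEK293T cells. Luminescence was read on a CCD plate imager after 16 hr exposure and 30 min ONE-Glo incubation.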
BRCA1 expr up – qHTS Assay to Identify Small Molecule Activators of BRCA1 Expression; MCF7-BRCA1-FFLuc reporter, luminescence, 48 h; response scale: scaled: vehicle 0%, 10 µM genistein 100%; Potency, µM (highest dose often 46.1 µM), for the others: top-dose activation, actives largely listed as activators; actives 1.1% (n = 380,000); further: potency means the concentration at half of the fitted maximal effect; nearly all actives have a fitted effect of over 80% in size; some results filed as inactive show a strong effect at the top dose
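Quantitative HTS in MCF7 cells stably reporting BRCA1 expression via firefly luciferase. Compound treatment lasts 48 h at 37 °C in phenol-red free MEM. Activation is expressed relative to genistein at 10 microM and DMSO.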
Integrin act MD – qHTS for Activators of Integrin-Mediated Alleviation for Muscular Dystrophy; actives 0.064% (n = 350,000); AID 624291, 2012; Potency, µM (series often up to 38.3 µM), inactives show at the top dose activation, hits mostly activators; alpha7betagal myoblasts, beta-gal FDG fluorescence, 48 h;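 further: potency means the concentration at half of the fitted maximal effect; 100% = response of the positive control SU9516; nearly all actives have a fitted effect of over 60% in size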
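Alpha7betagal+/- myoblasts (passage 13) were plated 16-24 hr, then exposed to compounds (1:260 dilution of DMSO stock) for 48 hours at 37C. After MPER lysis, β-galactosidase reporter activity was read as FDG fluorescence (ex 480/em 540) after 30 minutes.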
USP2a inh – qHTS Assay for Inhibitors of Ubiquitin-specific Protease USP2a Using CHOP2 as the Reporter; Ubiquitin carboxyl-terminal hydrolase 2 (Homo sapiens), O75604; USP2 core, Ub-CHOP2 coupled fluorogenic reporter, 485/531; Potency, µM (doses to about 38.3 µM), for inactives: at the top dose activity change, negative = inhibition, most hits filed as inhibitors; actives 0.01% (n = 330,000);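 further: potency means the concentration at half of the fitted maximal effect; plate controls were DMSO wells for no effect and full inhibition by NEM control for full effect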
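Deubiquitinase activity read as fluorescence (485/531 nm) after Ub-CHOP2 cleavage activates the enterokinase reporter on its substrate; USP2 core 10nM, Ub-CHOP2 and substrate 25nM each, 30min compound preincubation then 60min RT; data normalized to NEM, curves fitted.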
p53 reactivation – qHTS assay for re-activators of p53 using a Luc reporter | AID 504706, 2011 | Potency, µM (titrated, usually from 92.2 µM), for inactives: top-dose activity change, positive = activation, actives largely listed as activators | actives 0.063% (n = 320,000) | H1299 p53-A138V BP100-luciferase reporter, luminescence, 24 h; further: potency means the concentration at half of the fitted maximal effect; % of control where 0% means no effect; nearly all actives have a fitted effect of over 45% in size
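H1299 (p53-null), stable ts p53-A138V + BP100-Luc; 1000 cells/well, Opti-MEM/10% FBS; cpd 4 pt, 1:5; 24 h, 37 deg C, 5% CO2; detection reagent 10 min RT; luminescence.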
uPA generation – qHTS for Inhibitors of Cell Surface uPA Generation. cell surface uPA generation assay, qHTS. Potency, µM (doses to about 38.3 µM), inactives show top-dose activity change, negative = inhibition, hits mostly inhibitors. actives 0.31% (n = 330,000); active means well fitted inhibition curve with a large enough effect; inconclusive means small, poorly fitted or top-dose-only effect; inactive means no such curve, though single readings can be large or run the other way; tested in mouse RAW 264.7 cells; further: potency means the concentration at half of the fitted maximal effect; on the % scale 0 is the no-effect control and ±100 the full control effect; nearly all actives have a fitted effect of over 55% in size
B2AR arrestin – qHTS assay of beta-arrestin-biased ligands of beta2-adrenergic receptor. Beta-2 adrenergic receptor (Homo sapiens), P07550. beta-arrestin recruitment to beta2AR, cell-based reporter. Potency, µM (doses to about 46.1 µM), for inactives: at the top dose activation, actives largely listed as activators. actives 0.02% (n = 330,000);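 further: potency means the concentration at half of the fitted maximal effect; 0% = DMSO controls and full agonism = EC100 isoproterenol or metaproterenol; nearly all actives have a fitted effect of over 65% in size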
PTAP TSG101 blk – qHTS Assay for Iinhibitors of HIV-1 Budding by Blocking the Interaction of PTAP/TSG101 | Tumor susceptibility gene 101 protein (Homo sapiens), Q99816 | Fluorescence polarization, FITC-PTAP peptide / Tsg101 binding | Potency, µM (series often up to 115 µM), without a hit: at the highest dose activity change, negative = inhibition, actives largely listed as inhibitors | 340,000 tested, under 10 active | AID 493005, 2010; active means well fitted inhibition curve with a large enough effect in the main read-out, with a control signal flat, not every such curve was filed as active; inconclusive means small, poorly fitted or top-dose-only effect, or effect the other way, or a change in a side signal; inactive means no such curve, though single readings can be large or run the other way; further: potency means the concentration at half of the fitted maximal effect; % of control where 0% means no effect
Target sequence (Q99816 whole entry, looked up): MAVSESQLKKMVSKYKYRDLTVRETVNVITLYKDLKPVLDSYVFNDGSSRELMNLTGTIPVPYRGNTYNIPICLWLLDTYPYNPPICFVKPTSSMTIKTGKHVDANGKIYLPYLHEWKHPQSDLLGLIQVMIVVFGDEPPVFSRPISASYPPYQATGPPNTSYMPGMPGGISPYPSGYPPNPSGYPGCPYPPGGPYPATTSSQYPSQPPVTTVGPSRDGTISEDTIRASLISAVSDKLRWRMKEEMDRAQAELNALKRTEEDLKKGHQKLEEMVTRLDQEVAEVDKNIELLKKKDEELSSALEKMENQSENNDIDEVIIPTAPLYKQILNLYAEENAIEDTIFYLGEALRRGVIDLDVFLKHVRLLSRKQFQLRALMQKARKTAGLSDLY
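Steps: Tsg101 binding domain dispensed (10 uM final), compounds pinned in DMSO, FITC-labeled PTAP-motif peptide added (50 nM final); after 20 min binding at room temperature, polarization measured.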
S-ASM inh – Inhibitors of Secretory Acid Sphingomyelinase (S-ASM): qHTS | actives 0.006% (n = 340,000) | Potency, µM (doses to about 57.5 µM), without a hit: at the top dose activity change, negative = inhibition, hits mostly inhibitors | placental ASM, HMU-PC fluorogenic substrate, 60 min | Sphingomyelin phosphodiesterase (Homo sapiens), P17405; further: potency means the concentration at half of the fitted maximal effect
Target sequence (P17405 47-631 limits assumed): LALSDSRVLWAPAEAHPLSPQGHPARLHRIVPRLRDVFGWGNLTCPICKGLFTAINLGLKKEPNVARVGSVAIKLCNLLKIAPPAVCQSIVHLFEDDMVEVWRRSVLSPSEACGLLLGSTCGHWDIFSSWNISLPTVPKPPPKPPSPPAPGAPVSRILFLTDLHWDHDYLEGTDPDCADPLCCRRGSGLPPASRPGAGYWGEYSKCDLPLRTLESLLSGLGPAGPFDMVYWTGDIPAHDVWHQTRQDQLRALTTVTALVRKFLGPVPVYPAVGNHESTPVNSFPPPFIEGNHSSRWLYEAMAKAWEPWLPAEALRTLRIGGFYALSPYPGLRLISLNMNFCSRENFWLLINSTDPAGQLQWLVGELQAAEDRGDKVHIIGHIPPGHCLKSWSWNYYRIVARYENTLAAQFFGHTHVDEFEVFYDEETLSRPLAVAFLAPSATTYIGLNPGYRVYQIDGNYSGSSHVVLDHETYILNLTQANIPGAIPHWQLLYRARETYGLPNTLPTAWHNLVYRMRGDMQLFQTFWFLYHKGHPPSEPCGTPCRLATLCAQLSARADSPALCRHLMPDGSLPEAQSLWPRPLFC
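Fluorogenic HMU-PC substrate (9 uM final) is turned over by placental ASM in 60 min at 37 C after a 10 min compound preincubation. Reaction ended by alkaline stop (pH 10), with fluorescence read at 386/447 nm.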
Eya2 inh – qHTS Assay for Inhibitors of the Phosphatase Activity of Eya2 | Protein phosphatase EYA2 (Homo sapiens), O00167 | recombinant Eya2, OMFP fluorescence dephosphorylation (OMFP is methylfluorescein phosphate) | Potency, µM (top dose mostly 76.9 µM), inactives show at the highest dose activity, negative = inhibition, actives largely listed as inhibitors | actives 0.006% (n = 330,000) | AID 488837, 2010; further: potency means the concentration at half of the fitted maximal effect; on the % scale 0 is the no-effect control and ±100 the full control effect
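Eya2 protein (added as 0.2 uM solution) was preincubated with compound for 10 min at ambient temperature in 50 mM HEPES pH 7.5, 50 mM NaCl, 5 uM MgCl2, 0.05% BSA, 1 mM DTT. OMFP (added at 50 uM) then reacted 10 min; fluorescence read at 485/525 nm.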
Starred values were filed as active, the others as inactive; ? = inconclusive; · = no result given; [ ] = another dose, or the depositor's remark. Unless noted, the call rests on the fitted dose curve; in most records, active means well fitted curve in the direction sought with a large enough effect; inconclusive means small, poorly fitted or top-dose-only effect, or another doubt; inactive means no such curve, though single readings can be large; an effect the other way counts as inactive or inconclusive.

SMILES | TRPV1 ag | ELG1 genotoxic | BRCA1 expr up | Integrin act MD | USP2a inh | p53 reactivation | uPA generation | B2AR arrestin | PTAP TSG101 blk | S-ASM inh | Eya2 inh
COc1ccc(Oc2c(Cl)cnn(-c3ccccc3)c2=O)cc1 | -6.5 | 1.7% | -44.6% | -42.7% | -0.7% | ? | -7.8% | -0.9% | -2.7% | -5.2% | -0.1%
COc1ccc(CN2CCNC(=O)C2CC(=O)N(C)C2CCOCC2)c(F)c1 (stereo unspecified) | -1.4 | 1.3% | -1.5% | 10.3% | 1.9% | 23.3% | 5.6% | 0.8% | 0.2% | 10.5% | -5.6%
Cn1nc(C(=O)OCC(=O)c2ccc[nH]2)c2ccccc2c1=O | -0.7 | 1.5% | -6.9% | 14.6% | 3.0% | -2.4% | 1.8% | 0.0% | -4.5% | 0.6% | 3.8%
CC1Sc2ccc(S(=O)(=O)CCC(=O)N3CCc4ccccc43)cc2NC1=O (stereo unspecified) | 0.8 | -5.9% | -1.1% | -4.4% | 1.2% | 1.0% | -13.5% | 0.0% | -9.2% | 3.4% | -0.7%
COc1cc(/C=C/C(=O)NCC2CCCCC2)cc(OC)c1OC | 16.1 | 4.3% | -27.5% | 1.8% | -1.6% | 3.7% | 0.8% | 0.3% | -4.5% | -15.4% | 0.8%
COc1cc(OC)cc(C(=O)Nc2cc(NC(=O)c3ccco3)ccc2OC)c1 | ? | -2.1% | -25.0% | -1.8% | -0.4% | -5.5% | 0.9% | 0.1% | -11.6% | -6.7% | 14.2%
C#CCNC(=O)C1=C[C@H](c2cn(C(C)=O)c3ccccc23)C[C@H](OCc2ccc(CO)cc2)O1 | 7.0 | -11.2% | -24.6% | -16.9% | -2.6% | -7.1% | 8.0% | 0.1% | -4.7% | 3.5% | -10.9%
O=C(/C=C1\SC(=O)N(CC(=O)Nc2ccc(Cl)cc2)C1=O)Nc1ccc(F)cc1 | 2.6 | -3.7% | -7.4% | 6.7% | 0.3% | 1.2% | -1.2% | 11.6% | -2.1% | 0.0% | -6.2%
CC1CC(C)CN(S(=O)(=O)c2ccc(NC(=O)C3CSC4(C)CCC(=O)N34)cc2)C1 (stereo unspecified) | -5.9 | 9.6% | -24.8% | 7.2% | -1.4% | -1.4% | 4.9% | -0.5% | -4.8% | 0.9% | -10.8%
Cc1ccc(C(=O)Nc2ccc(N3CCN(C)CC3)cc2)cc1C | 9.6 | 1.83µM* | -4.5% | 0.1% | 0.5% | ? | ? | 3.3% | -2.3% | -1.9% | 16.3%
CCOc1cc(/C=N/NC(=O)c2ccc(NC(=O)C3CC3)cc2)ccc1O | 0.6 | -4.8% | -23.7% | -15.4% | -0.3% | 6.6% | 0.6% | -0.4% | -2.8% | -0.9% | -0.1%
CN(C(=O)CSc1nc2ccccc2c(=O)n1-c1ccccc1Cl)C1CCS(=O)(=O)C1 (stereo unspecified) | · | 10.3% | 0.3% | -11.0% | 2.7% | -5.4% | 1.1% | 0.2% | -4.1% | 2.9% | 2.2%
CC(=O)N1CCN(CCN=CC2=C(O)CC(c3ccc(Cl)cc3)CC2=O)CC1 (stereo unspecified) | -2.4 | 0.8% | -11.2% | 8.5% | 0.9% | -0.5% | 3.2% | 0.6% | -1.9% | -11.1% | 6.6%
Cc1cc(C(=O)OCC(=O)NC2CC2)c2ccccc2n1 | -0.3 | -4.7% | -5.0% | 25.0% | -0.3% | -4.0% | -10.7% | 0.4% | -7.8% | -1.1% | 18.6%
CC1(C2CC2)NC(=O)N(CC(=O)N2CCN(c3ccccc3Cl)CC2)C1=O (stereo unspecified) | -7.0 | 5.6% | 72.4% | 14.1% | 0.4% | 4.4% | -4.5% | -1.6% | -1.6% | -0.5% | 20.3%
COc1ccc(NC(=S)NCc2ccccc2Cl)c(OC)c1 | 16.8 | -4.3% | -1.9% | -6.8% | 0.1% | 0.5% | 2.6% | -1.0% | -1.2% | -1.1% | 8.7%
O=C(C1CCN(c2nc(-c3ccccc3)nc3c2CCC3)CC1)N1CCCC1 | · | · | -8.4% | -8.8% | · | · | -21.7% | · | -6.4% | 3.1% | ·
COC(=O)[C@H](CCSC)NC(=O)NC1CC1 | 4.0 | -0.5% | 6.4% | -3.0% | 2.8% | 1.4% | 7.0% | 5.5% | -0.7% | -1.9% | 33.5%
CCOc1ccc(Nc2nc(N)nc(CN3CCN(c4ccccc4F)CC3)n2)cc1 | -5.5 | -11.7% | -18.9% | 14.0% | -0.8% | -4.1% | -6.0% | 0.2% | -9.3% | 0.7% | -2.5%
Cc1nn(-c2ccc(N3CCOCC3)nn2)c(C)c1CCC(=O)Nc1ccc(F)cc1 | -4.0 | 0.8% | 35.7% | ? | -0.7% | 2.8% | -13.0% | -1.1% | 0.8% | -5.7% | ?
Cn1nc(-c2ccccc2)c2ncc(C(F)(F)F)cc21 | -0.8 | 0.4% | -17.9% | 13.3% | 9.0% | 7.2% | -3.3% | -0.1% | -2.3% | 69.7%[activator] | 12.2%
Cc1cc(C)n2nc(SC(C)C(=O)NC3CCCCC3C)nc2n1 (stereo unspecified) | -1.5 | 0.8% | 1.9% | 9.3% | 3.2% | -2.2% | -1.2% | -0.2% | 0.2% | -0.9% | -5.4%
Cc1ccc(C(=O)NCC(=O)Nc2cccc(C(F)(F)F)c2)cc1 | 19.0 | 2.1% | -7.2% | -6.0% | 7.5% | 16.1% | 3.2% | -0.2% | -0.6% | -0.2% | -13.5%
Cc1cc(NC(=O)c2cc(-c3ccncc3)nc3c(C)cccc23)no1 | 22.4 | -2.2% | -63.9% | 22.2% | 2.7% | -3.2% | -12.8% | 0.3% | -0.2% | -1.8% | -11.5%
CS(=O)(=O)N1CCC(C(=O)NCc2ccc(F)cc2)CC1 | -0.3 | 11.4% | 7.4% | -23.0% | 3.1% | 0.5% | 11.9% | 0.4% | -1.6% | -0.8% | -4.1%

Going on with the list.
SMILES | TRPV1 ag | ELG1 genotoxic | BRCA1 expr up | Integrin act MD | USP2a inh | p53 reactivation | uPA generation | B2AR arrestin | PTAP TSG101 blk | S-ASM inh | Eya2 inh
CCCCCC(=O)Nc1ccccc1N1CCOCC1 | -2.5 | -0.1% | -3.0% | -13.3% | 3.0% | -2.8% | -0.3% | -0.5% | -1.3% | 0.4% | -2.4%
C[C@H](CO)N1C[C@H](C)[C@@H](CN(C)C(=O)Nc2ccc3c(c2)OCO3)Oc2ccc(NC(=O)Cn3cnnn3)cc2C1=O | · | -1.5% | 1.2% | 1.8% | 2.5% | 4.6% | 3.9% | -0.1% | 1.0% | 0.1% | 20.0%
O=C(COC(=O)c1ccc(F)c(S(=O)(=O)N2CCOCC2)c1)NCc1ccccc1 | · | -1.8% | -3.5% | -16.8% | 0.5% | 13.6% | -1.6% | -0.4% | -2.5% | 3.4% | -11.9%
Cc1cccc(OS(=O)(=O)NC(=O)OCC2CCCN3CCCCC23)c1 (stereo unspecified) | 3.4 | -2.8% | 21.6% | 5.8% | 3.3% | -2.1% | -3.7% | 0.3% | -3.3% | -1.8% | 13.7%
COc1ccccc1N1CCN(C(=O)c2ccc(S(=O)(=O)N3CCCCC3)cc2)CC1 | -3.1 | -9.6% | -9.3% | 1.6% | 2.8% | -8.7% | -0.9% | 0.2% | -1.4% | 1.9% | -3.3%
COCCn1nnnc1C(C(C)C)N(Cc1cccnc1)Cc1cc2cc(OC)ccc2[nH]c1=O (stereo unspecified) | -1.5 | -1.0% | -17.5% | 2.6% | -0.1% | -10.1% | -4.9% | 0.0% | -4.7% | 36.9%[activator] | 2.4%

Compound activity from PubChem BioAssay.

Rows were taken by chance (roughly 2.6% active in at least one column).
